Compound activity deposited in PubChem by several laboratories.
BoNT-A LC inh2 – BoNT A light chain protease inhibition. inhibition, % at 10 µM. 360,000 compounds, 0.17% hits. multiplex microsphere protease substrate cleavage, flow cytometry; note: plate controls were buffer without enzyme for full effect and enzyme alone for no effect
MazF activator – MazEF (E. coli) toxin RNase activation; P0AE70; FAM/BHQ RNA-DNA oligo cleavage fluorescence, 5 h; activation, % at 20 µM; 350,000 compounds, 0.32% hits; in the data active = activation above about 50%
VHR inh abs – inhibitors of human VHR1 phosphatase (DUSP3) | inhibition, % at 13.3 µM | P51452 | recombinant VHR phosphatase, pNPP absorbance | 290,000 compounds, 0.52% hits; in the data active = inhibition above about 50%; note: some compounds called inactive have numbers as strong as hits
Target sequence (P51452 whole entry, looked up): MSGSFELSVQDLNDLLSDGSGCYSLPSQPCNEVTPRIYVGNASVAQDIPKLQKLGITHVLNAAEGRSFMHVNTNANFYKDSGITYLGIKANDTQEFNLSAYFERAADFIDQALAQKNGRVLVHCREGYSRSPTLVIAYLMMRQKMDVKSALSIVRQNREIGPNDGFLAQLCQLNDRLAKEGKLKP
BoNT-F LC inh – inhibitors of Botulinum neurotoxin F light chain protease; inhibition, % at 10 µM; AID 588497; Multiplex microsphere protease cleavage assay, flow cytometry; 360,000 compounds, 0.22% hits; in the data active = inhibition above about 35%, passing the limit was not always enough; inconclusive = no clear call, values can overlap the other calls; note: plate controls were buffer without enzyme for full effect and enzyme alone for no effect
Anthrax LF inh2 – blocks Bacillus anthracis lethal factor protease | P15917 | multiplex microsphere protease cleavage assay, LF | inhibition, % at 10 µM | 360,000 compounds, 0.12% hits; note: plate controls were buffer without enzyme for full effect and enzyme alone for no effect
Target sequence (P15917 whole entry, looked up): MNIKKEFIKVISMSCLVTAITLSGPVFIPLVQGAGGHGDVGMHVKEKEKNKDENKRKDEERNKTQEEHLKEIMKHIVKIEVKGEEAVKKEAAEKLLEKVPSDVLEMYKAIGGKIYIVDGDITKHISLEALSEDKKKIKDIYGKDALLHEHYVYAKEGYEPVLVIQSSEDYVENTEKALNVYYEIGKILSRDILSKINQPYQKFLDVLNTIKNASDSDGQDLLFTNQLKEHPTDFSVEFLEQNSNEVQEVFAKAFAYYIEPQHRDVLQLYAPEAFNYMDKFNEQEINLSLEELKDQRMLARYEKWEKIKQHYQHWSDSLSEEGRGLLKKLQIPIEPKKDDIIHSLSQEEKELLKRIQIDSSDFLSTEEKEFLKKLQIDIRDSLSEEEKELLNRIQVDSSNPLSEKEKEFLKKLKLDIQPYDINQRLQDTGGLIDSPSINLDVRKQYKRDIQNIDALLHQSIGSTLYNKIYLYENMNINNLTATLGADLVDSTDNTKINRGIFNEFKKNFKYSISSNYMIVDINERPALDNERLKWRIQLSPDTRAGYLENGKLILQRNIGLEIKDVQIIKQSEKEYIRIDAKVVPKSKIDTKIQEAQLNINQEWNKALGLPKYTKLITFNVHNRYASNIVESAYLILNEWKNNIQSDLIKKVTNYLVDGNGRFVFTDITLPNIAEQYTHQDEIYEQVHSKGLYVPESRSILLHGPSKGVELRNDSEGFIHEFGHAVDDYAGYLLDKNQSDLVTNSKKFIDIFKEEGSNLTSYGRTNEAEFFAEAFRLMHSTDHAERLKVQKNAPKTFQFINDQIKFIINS
PriA SSB inh – K. pneumoniae PriA-SSBct interaction inhibition. AID 1272365. AlphaScreen SSBct-PriA binding, biotinylated peptide. inhibition, % at 33 µM. 430,000 compounds, 0.6% hits; in the data active = inhibition mostly above about 37%, no sharp cut-off; inactive = mostly below about 20%;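 note: plate controls were negative control peptide for no effect and reference peptide for full effect; strong numbers were not always called active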
CCHFV vOTU inh – CCHFV vOTU protease inhibition; Pep-AMC fluorescence; 370,000 compounds, 0.55% hits; inhibition, % at 11.5 µM; in the data active = inhibition above about 30%; note: 0% = vehicle wells with enzyme and 100% = no enzyme wells
SARS 3CLpro inh – SARS-CoV 3CLpro protease inhibition; P0C6X7; recombinant SARS-CoV 3CLpro, quenched FRET peptide cleavage; inhibition, % at 6 µM; 290,000 compounds, 0.14% hits; AID 1706; in the data active = inhibition above about 12%
PrPC surface inh – inhibitors of human cell surface prion protein PrPC. P04156. TR-FRET read-out. inhibition, % at 13.8 µM. 370,000 compounds, 0.43% hits; in the data active = inhibition above about 24%; note: 0% = median of the test wells and 100% = reference compound wells
Rv3671c inh – inhibitors of M. tuberculosis serine protease Rv3671c | 320,000 compounds, 0.048% hits | inhibition, % at 5.96 µM | P9WHR9 | AID 2606; in the data active = inhibition above about 38%;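 note: extracellular domain of Rv3671c used as enzyme; 0% = enzyme with DMSO and 100% = no enzyme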
Active calls of the source: *; u = inconclusive; x = no result given; & = joins results of further samples. Cut-off read from the data, not from the text of the source, unless noted: active = inhibition above about 30%; inconclusive = no clear call, values can overlap the other calls; inactive = below that. Not all compounds are listed; rates above refer to the full screens.

SMILES | BoNT-A LC inh2 | MazF activator | VHR inh abs | BoNT-F LC inh | Anthrax LF inh2 | PriA SSB inh | CCHFV vOTU inh | SARS 3CLpro inh | PrPC surface inh | Rv3671c inh
O=C(CCN1CCCCC1)Nc1ccc(Cl)cc1C(=O)c1ccccc1 | 0.9 | 7.5 | x | -4.0 | -13.4 | -1.1 | 7.6 | 4.4 | -12.5 | -11.8
Cn1c(=O)[nH]c(=O)c2c1nc(NCc1ccccc1)n2Cc1ccc(F)cc1 | 2.6 | 5.0 | 38.8 | 3.0 | -9.2 | -12.3 | -1.2 | 0.8 | -2.7 | x
CC(C)(C)c1ccc(C(=O)Nc2ccc(F)cc2)s1 | 0.4 | -0.9 | -4.0 | -0.6 | -2.4 | -6.9 | -7.3 | -0.5 | 12.7 | 6.5
CC1CCCC(NC(=O)COC(=O)Cc2ccc(Br)cc2)C1C (centres undefined) | -0.5 | 1.4 | 9.1 | -11.7 | -6.2 | -8.3 | 11.1 | 0.9 | -1.5 | -2.8
O=C(NCc1ccccc1)c1ccc(-c2cn[nH]c2)c2ccoc12 | -0.6 | x | x | -0.4 | 3.0 | x | -5.7 | x | 3.4 | x
Cc1cc(Cl)ccc1OCC(=O)NCCCn1ccnc1 | 0.0 | 0.4 | -7.9 | -1.1 | -0.2 | 8.4 | -1.0 | -0.2 | -1.6 | -4.7
Cc1ccc2nc(NC(=O)CSc3nc4ccccc4o3)sc2c1 | 0.5 | 0.5 | 20.8 | -3.9 | -1.4 | 4.8 | -7.0 | 5.9 | -2.6 | -10.8
CCN1CCCC1CNC(=O)Cn1nc(C)n2nc(-c3ccccc3)cc2c1=O (centres undefined) | 0.8 | 1.2 | -9.1 | -1.2 | -0.7 | 5.3 | -16.6 | -1.5 | -3.4 | -6.8
COc1ccc(/C=N/NC(=O)CNC(=O)C2COc3ccccc3O2)cc1OC (centres undefined) | 0.1 | 0.4 | -2.5 | 0.5 | -0.8 | x | 9.7 | -1.5 | 6.3 | 0.4
O=c1cc(-c2ccccc2)nc2cc(-c3ccc(F)cc3)[nH]n12 | -3.4 | -10.0 | x | 26.0 | 0.2 | -8.6 | -9.2 | x | 1.6 | -2.4
CCn1nc(C)c(NC(=O)/C=C/c2ccc(OC)c(COc3ccc(Br)cc3)c2)c1C | -1.7 | -11.9 | -22.4 | -4.7 | -5.6 | -2.5 | -2.2 | 1.7 | -6.6 | -22.7
CCN(CC(=O)Nc1ccccc1OC)C(=O)c1ccccc1Sc1ccccc1C#N | -1.5 | 1.1 | x | 4.0 | u | 12.4 | 2.1 | x | 1.6 | -5.8
Cc1c(C(=O)Nc2ccncc2)oc2ccccc12 | -0.4 | 0.6 | -15.6 | -4.0 | -7.2 | 1.1 | 17.1 | -9.0 | 0.4 | -10.0
CN(CC(=O)Nc1ccccc1C(F)(F)F)C(=O)c1cc([N+](=O)[O-])ccc1N1CCOCC1 | 1.3 | 3.7 | 2.3 | 3.3 | -3.8 | -2.8 | -5.6 | -0.1 | -14.3 | -7.0
Brc1c(CSc2nncn2-c2ccccc2)nc2sccn12 | 3.2 | 3.8 | 21.4 | 4.9 | -5.5 | -4.3 | -4.2 | 0.9 | -8.2 | -2.9
CCCC(=O)Nc1ccc(C(=O)NNC(=S)NC(=O)c2cccs2)cc1 | -1.2 | 11.4 | 39.5 | -12.0 | -5.7 | -9.5 | -8.6 | -0.3 | -4.1 | 0.7
CCC(C)NC(=O)C(NS(=O)(=O)c1cccc2nsnc12)c1ccccc1 (centres undefined) | -0.6 | 1.9 | 7.7 | 11.1 | -2.4 | -2.5 | 10.3 | 2.1 | -30.2 | -3.4
CC(C)OC(=O)/C(C#N)=C/c1ccc(-c2ccc(SC(F)F)cc2)o1 | 1.1 | 139.8* | -4.7 | -8.5 | 0.5 | -9.0&-15.8 | 3.0 | 4.6 | 6.5 | -6.3
O=C1C(=C2CCc3ccccc32)Cc2ccccc21 | -0.1 | -20.1 | x | -0.1 | -1.4 | 1.3 | -4.5 | x | -7.0 | x
Cc1ccc(S(=O)(=O)CCC(=O)Nc2nc(-c3cccnc3)cs2)cc1 | -0.8 | -1.2 | -12.2 | 0.4 | -1.5 | 2.0 | 2.7 | -7.7 | 1.2 | -23.4
CCc1ccc(N2CC(C(=O)Nc3ccc(S(=O)(=O)N4CCOCC4)cc3)CC2=O)cc1 (centres undefined) | 1.8 | -6.6 | x | -4.6 | 0.5 | 7.0 | 4.0 | x | 4.5 | 19.2
CN1C(=O)N(C)C(NC(=O)Nc2ccccc2)C1NC(=O)Nc1ccccc1 (centres undefined) | 0.0 | 6.2 | 22.1 | 5.9 | 0.8 | -21.2 | 6.0 | -3.1 | 5.0 | -7.3
CCOC(=O)c1nnn(CC(=O)NC(=O)Nc2cccc(CC)c2)c1C(=O)OCC | 0.3 | 5.0 | 1.7 | -9.6 | -6.9 | 1.9 | 4.6 | 0.9 | 2.0 | -3.1
C#CCOC(=O)c1cc(Cl)c(=O)n(Cc2ccc(Cl)cc2Cl)c1 | 2.1 | -0.3 | 37.8 | 22.1 | 13.2 | -19.8 | 12.2 | 1.0 | 3.0 | -9.4
CC1(C)CC(NC(=O)C2CCC(=O)N(Cc3ccccc3F)C2)CC(C)(C)C1 (centres undefined) | 1.0 | 4.9 | 12.6 | 4.4 | -2.4 | 0.7 | 3.9 | 3.2 | 0.5 | x
CCOc1ccccc1C1NC(=O)NC(C)=C1C(=O)OCc1ccco1 (centres undefined) | 1.3 | -2.2 | 3.6 | 8.4 | -0.6 | -1.9 | 4.0 | 2.3 | -4.0 | 7.5
COc1ccc(CN2CCN(C(=O)CC(C)C)CC2)c2ccccc12 | -0.1 | 0.9 | 18.1 | 6.5 | -0.5 | -7.3 | 14.7 | 5.2 | -0.8 | 10.7
Cc1ccccc1C1c2[nH]c3ccccc3c2C[C@H]2C(=O)N(C3CC3)CC(=O)N12 (some centres undefined) | 3.5 | -7.3 | 23.9 | 0.0 | 4.5 | 7.8 | -7.3 | -2.3 | -0.2 | -3.0
CCOC(=O)c1[nH]c(C)c(/C=N/O)c1C | -0.4 | -19.1 | 15.3 | -16.5 | -4.5 | x | 7.2 | 5.0 | 4.4 | -6.5
COCCCn1c(=O)c2sccc2n2c(CCCC(=O)NCC3CCCO3)nnc12 (centres undefined) | -0.5 | 4.2 | -22.1 | 3.7 | -4.6 | -0.5 | -5.7 | -5.6 | -3.9 | 1.9
CSC1=N/C(=C\c2cccnc2)C(=O)N1c1ccccc1 | 0.4 | 1.8 | -3.8 | -3.3 | -0.6 | -12.8 | -3.5 | 4.1 | 0.1 | -6.9
Cc1ccc(C2CC2/C(=N/O)c2ccc(F)cc2)cc1 (centres undefined) | -2.9 | 7.8 | 11.3 | -6.6 | 9.6 | x | -0.7 | 6.8 | -0.3 | -6.1
Cc1ccc(OC(C)C(=O)N(C)c2ccccc2)c([N+](=O)[O-])n1 (centres undefined) | 0.6 | 4.5 | x | 0.9 | -11.1 | -11.7 | 0.0 | x | 2.7 | 0.9
COc1ccc(-c2[nH]ncc2/C=C(\C#N)C(=O)NC2CC2)cc1 | 1.8 | 11.2 | 14.8 | 13.5 | 0.1 | -14.2 | 9.3 | -0.2 | -15.1 | -6.7
COc1ccc(Cn2nnnc2C(c2cccs2)N2CCSCC2)cc1 (centres undefined) | -0.2 | 2.7 | 25.6 | -4.9 | -3.8 | 6.8 | -20.4 | 0.8 | 10.2 | -6.2
Cc1ccc(CNc2cnccn2)s1 | -0.8 | 9.8 | 5.3 | -14.3 | -21.7 | -4.5 | 3.1 | 1.3 | -0.9 | 5.4
O=C(OCc1ccccc1F)c1cc([N+](=O)[O-])ccc1N1CCOCC1 | u | -1.4 | x | u | u | -16.1 | 16.9 | x | -13.8 | -6.9
O=S(=O)(N/N=C\c1cn(-c2ccccc2)nc1-c1ccccc1)c1ccccc1 | -0.5 | -2.7 | 9.6 | -16.9 | -9.8 | x | 2.3 | 0.5 | 1.9 | -46.8
Cc1cc(CC(=O)O)c2oc(-c3ccoc3)cc(=O)c2c1 | x | -47.9 | x | x | x | -1.8 | 2.6 | x | -0.7 | -2.1
O=C(COc1cccc(Br)c1)N/N=C1\CCCc2ccccc21 | 1.0 | 6.5 | -4.0 | 3.0 | -6.1 | x | -9.3 | 5.2 | -4.6 | -11.7
O=C(O)CN1C(=O)SC(Nc2ccccc2C(=O)O)C1=O (centres undefined) | -0.7 | -2.5 | -4.1 | -0.3 | -4.8 | -5.5 | -2.6 | 0.9 | 3.1 | -15.5
N#Cc1c(SCC(N)=O)nc2c(c1-c1ccc(O)cc1)CCCC2 | 0.4 | 13.6 | -4.0 | 10.5 | -4.9 | -11.0 | 2.2 | -2.4 | 0.5 | -4.8
COc1ccc(S(=O)(=O)N2CCNCC2)cc1 | -0.7 | -2.8 | 4.9 | 28.5 | 15.8 | -13.6 | 6.2 | -11.1 | -2.6 | -6.5
CC(NC(=O)OCc1ccccc1)C(=O)OCN1C(=O)c2ccccc2C1=O (centres undefined) | -0.2 | -3.6 | -16.7 | -21.7 | -0.7 | -0.7 | -1.6 | 6.2 | 9.5 | -1.7
Cc1ccc(C2CCN(C(=S)NC(C)C)C2)cc1 (centres undefined) | -0.1 | 4.4 | 11.6 | -6.9 | 1.9 | 1.2 | 1.9 | 5.1 | 5.2 | 2.9
Brc1cccc(CNCc2ccncc2)c1 | -0.7 | 2.7 | 3.6 | -7.5 | 3.7 | -7.0 | 12.0 | -3.5 | 9.3 | 3.3
COCCN(Cc1nnc(-c2cccs2)o1)C(=O)c1cccc(S(=O)(=O)N2CCOCC2)c1 | 0.1 | 5.6 | x | -3.8 | 0.6 | -7.2 | -3.8 | x | -2.5 | 8.4
COc1ccc(N2C(=O)Cc3c2nc(N)c(C#N)c3N)cc1 | -0.9 | 7.3 | 21.0 | -5.8 | -7.9 | 7.5 | -8.6 | -3.9 | -8.1 | 1.5
O=C(NCC1CCCO1)c1cccc(F)c1 (centres undefined) | -0.2 | 3.1 | 13.9 | -1.2 | 1.5 | -10.5 | -1.6 | 4.2 | -3.2 | -8.8
Cc1ccc(NC(=O)C[n+]2ccn(C3=C([O-])c4ccccc4C3=O)c2)cc1 | 0.7 | 7.8 | 2.0 | 16.5 | 1.6 | -4.2 | 2.4 | 0.6 | -38.3 | -1.9
CC1(N2CCOCC2)C(=O)c2ccccc2C1=O | 0.0 | 4.8 | 1.0 | -3.1 | -0.1 | -7.9 | 7.0 | 3.5 | -3.6 | -5.1
C/C(Cc1ccccc1)=N\NC(=O)c1ccccn1 | 0.2 | 8.9 | 1.1 | 4.8 | 4.4 | x | 6.9 | -9.3 | -3.4 | x

Reformatted with values under each structure: part of the list above.
Every second line gives: BoNT-A LC inh2, MazF activator, VHR inh abs, BoNT-F LC inh, Anthrax LF inh2, PriA SSB inh, CCHFV vOTU inh, SARS 3CLpro inh, PrPC surface inh, Rv3671c inh
- Cc1ccc(NC(=O)C[n+]2ccn(C3=C([O-])c4ccccc4C3=O)c2)cc1
    0.7, 7.8, 2.0, 16.5, 1.6, -4.2, 2.4, 0.6, -38.3, -1.9
- C/C(Cc1ccccc1)=N\NC(=O)c1ccccn1
    0.2, 8.9, 1.1, 4.8, 4.4, x, 6.9, -9.3, -3.4, x
- N#Cc1c(SCC(N)=O)nc2c(c1-c1ccc(O)cc1)CCCC2
    0.4, 13.6, -4.0, 10.5, -4.9, -11.0, 2.2, -2.4, 0.5, -4.8
- COCCN(Cc1nnc(-c2cccs2)o1)C(=O)c1cccc(S(=O)(=O)N2CCOCC2)c1
    0.1, 5.6, x, -3.8, 0.6, -7.2, -3.8, x, -2.5, 8.4
- COc1ccc(S(=O)(=O)N2CCNCC2)cc1
    -0.7, -2.8, 4.9, 28.5, 15.8, -13.6, 6.2, -11.1, -2.6, -6.5
